Luc counter – Kinase-Glo luciferase inhibition (counter-screen). AID 1379. 200,000 tested, 0.28% active. Potency, µM (top dose mostly 38.3 µM), inactives show at the highest dose activity change, negative = inhibition, usual class: inhibitors. Q27757. Kinase-Glo luciferase, ATP luminescence, 8 min; note: potency is the fitted concentration of half-maximal effect; % is set by controls: 0 for no effect and ±100 for the full control effect; nearly all actives have a fitted effect of over 60% in size
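Kinase-Glo luciferase light output from ATP and luciferin was measured with 10 uM ATP, within the enzyme's linear range. Buffer: 50 mM imidazole pH 7.2, 50 mM KCl, 7 mM MgCl2, 0.01% Tween 20, 0.05% BSA; luminescence read after 8 min at ambient temperature.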
IMPase Li cell – IMPase inhibition in cells with lithium potentiation; CHO-M1 cells, IP1 TR-FRET (IP-One), carbachol + lithium; Potency, µM (titrated, usually from 59.4 µM), inactives show at the top dose activity, negative = IMPase inhibition, hits mostly inhibitors; 210,000 tested, 0.35% active;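 note: IP1 builds up when IMPase is blocked and the TR-FRET signal falls; potency is the fitted concentration of half-maximal effect; plate controls were basal vehicle for no effect and high inhibitor control for full effect; nearly all actives have a fitted effect of over 50% in size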
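Concentration–response in CHO-M1 cells, lithium-potentiated; 30 min at 37C. IP1 detected by competitive TR-FRET after 10 min lysis at RT. Hill-fitted AC50.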
HTT aggregate – inhibitors of mutant huntingtin aggregate formation in PC12 cells; PC12 HttQ103-GFP aggregates, Acumen cytometry, 40 h; Potency, µM (highest dose often 46.1 µM), for the others: at the top dose activity change, negative = inhibition, most hits filed as inhibitors; 220,000 tested, 1.1% active; AID 1688; note: potency is the fitted concentration of half-maximal effect; % is set by controls: 0 for no effect and ±100 for the full control effect; nearly all actives have a fitted effect of over 60% in size
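PC12 cells with ecdysone-inducible HTT exon1 Q103-GFP, induced by 100 nM tebufenozide, given compounds in a concentration series. GFP aggregates (1–25 um, 6 SD above background) counted in lysates by laser-scanning cytometry, 488 nm excitation.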
Epigenetic derep – derepresses silenced GFP reporter in murine cells. murine LDR cells, GFP reporter derepression, 30 h. Potency, µM (titrated, usually from 53.9 µM), without a hit: at the top dose GFP activation, most hits filed as activators. 280,000 tested, 0.2% active; note: potency is the fitted concentration of half-maximal effect; % of control where 0% means no effect; nearly all actives have a fitted effect of over 60% in size
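GFP-positive cell count by laser-scanning cytometry (objects 20–120 um) after 30 h, 37 C compound exposure of murine LDR cells; reporter is CMV-GFP integrated at a silenced locus, inducible by HDAC or DNMT inhibitors.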
L3MBTL1 inh – L3MBTL1 (human) inhibition. 230,000 tested, 0.66% active. Q9Y468. Potency, µM (highest dose often 57.1 µM), for inactives: at the highest dose activity, negative = inhibition, actives largely listed as inhibitors. AlphaScreen L3MBTL1–H3K9me1 peptide binding; note: potency is the fitted concentration of half-maximal effect; % is set by controls: 0 for no effect and ±100 for the full control effect; nearly all actives have a fitted effect of over 60% in size
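L3MBTL1 50 nM + b-AHA-H3(1-15)K9me1 75 nM, 30 min RT; compound added, 30 min RT; streptavidin donor/Ni-chelate acceptor beads 10 ug/mL each final, 30 min RT dark; AlphaScreen read.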
NPSR antagonist – antagonists of human neuropeptide S receptor cAMP signaling; 220,000 tested, 1% active; CHO-NPSR cells, cAMP TR-FRET, antagonist mode; Q6W5P4; Potency, µM (doses to about 38.3 µM), without a hit: at the highest dose activity change, negative = inhibition, hits mostly inhibitors; AID 1461; note: potency is the fitted concentration of half-maximal effect; % is set by controls: 0 for no effect and ±100 for the full control effect; nearly all actives have a fitted effect of over 50% in size; many of its hits are not listed in these tables
Target sequence (Q6W5P4 whole entry, looked up): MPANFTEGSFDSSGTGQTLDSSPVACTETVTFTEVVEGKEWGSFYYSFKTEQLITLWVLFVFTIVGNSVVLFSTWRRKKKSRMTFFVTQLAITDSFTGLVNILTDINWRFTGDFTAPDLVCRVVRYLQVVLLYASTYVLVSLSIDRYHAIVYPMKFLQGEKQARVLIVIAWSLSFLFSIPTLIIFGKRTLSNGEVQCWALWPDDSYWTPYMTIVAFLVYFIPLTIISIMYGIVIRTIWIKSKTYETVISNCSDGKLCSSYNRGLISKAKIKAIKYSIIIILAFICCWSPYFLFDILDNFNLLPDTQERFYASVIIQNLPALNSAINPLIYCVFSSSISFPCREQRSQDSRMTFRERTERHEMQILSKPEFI
CBFb RUNX1 block – blocks binding between human CBF-beta and RUNX1; Q01196+Q13951; AlphaScreen CBFb-His/RUNX1-biotin binding, biochemical; Potency, µM (highest dose often 59.8 µM), for the others: top-dose activity, negative = inhibition, usual class: inhibitors; 230,000 tested, under 10 active; AID 1477; note: % of control where 0% means no effect
Target sequence (Q01196 whole entry, looked up): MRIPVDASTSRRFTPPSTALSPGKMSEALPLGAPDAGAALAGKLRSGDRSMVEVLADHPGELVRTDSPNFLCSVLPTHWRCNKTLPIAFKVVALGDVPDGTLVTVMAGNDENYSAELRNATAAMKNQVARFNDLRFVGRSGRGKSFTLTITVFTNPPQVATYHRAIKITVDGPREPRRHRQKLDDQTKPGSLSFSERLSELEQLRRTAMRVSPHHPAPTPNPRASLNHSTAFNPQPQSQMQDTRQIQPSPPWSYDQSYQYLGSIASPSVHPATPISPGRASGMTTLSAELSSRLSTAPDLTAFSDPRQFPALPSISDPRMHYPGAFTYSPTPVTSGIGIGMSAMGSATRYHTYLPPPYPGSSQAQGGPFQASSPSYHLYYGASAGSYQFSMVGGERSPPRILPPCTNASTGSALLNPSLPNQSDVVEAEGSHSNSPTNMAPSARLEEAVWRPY
Target sequence (Q13951 whole entry, looked up): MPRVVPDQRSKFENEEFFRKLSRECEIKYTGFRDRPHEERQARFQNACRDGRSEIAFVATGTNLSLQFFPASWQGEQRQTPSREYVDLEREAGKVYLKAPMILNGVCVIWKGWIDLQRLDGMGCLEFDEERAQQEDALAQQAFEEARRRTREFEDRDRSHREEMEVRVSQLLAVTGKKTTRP
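Read-out: AlphaScreen. Format: His-CBF-beta with biotinylated RUNX1 (30 nM each) preincubated 20 min, compound 15 min, Ni-chelate plus streptavidin beads 90 min; room temperature throughout.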
Numbers without * were called inactive; u = inconclusive; x = no result given; [ ] = dose if it differs, or a comment. Calls come from the whole dose curve; as a rule, active = well fitted curve in the direction sought with a large enough effect; inconclusive = small, poorly fitted or top-dose-only effect, or another doubt; inactive = no such curve, though single readings can be large; an effect the other way counts as inactive or inconclusive. An excerpt. The share of hits here may be higher or lower than overall.

SMILES	Luc counter	IMPase Li cell	HTT aggregate	Epigenetic derep	L3MBTL1 inh	NPSR antagonist	CBFb RUNX1 block
CCOCc1[nH]c(=S)[nH]c(=O)c1Cc1ccc(OC(C)C)cc1	-2%	-15%	12%[9.22 µM]	0.1%	-14%	19%	2%
CCN(CC(=O)Nc1ccc(C(C)=O)cc1)CC(=O)Nc1ccccc1C(F)(F)F	x	-4%	6%	1.2%	x	-11%	5%
O=C(CSCc1ccccc1Br)NC1CC1	-1%	4%	-23%	-0.9%	4%	9%	4%
CCOc1ccc(/C=C/C(=O)c2cc(Br)ccc(=O)c2O)cc1	-1%	5%	u	0.1%	-26%	-19%	u
O=C(CCSc1nnc(-c2ccco2)o1)Nc1ccccc1	1%	3%[38.3 µM]	2%	0.0%	1%	-9%[46.1 µM]	-2%
COc1ccccc1C(=O)NCc1ccncc1	-4%	-7%[38.3 µM]	-12%	-4.1%	0%	-6%[46.1 µM]	-9%
CN(CCCn1c(=S)[nH]c2ncccc2c1=O)Cc1ccccc1	-4%	18%[38.3 µM]	0%	-1.6%	2%	-1%[46.1 µM]	6%
CSc1nc(-c2ccc(C)cc2)nc(N)c1C#N	x	x	5%[9.22 µM]	-1.3%	5%	u	5%
O=C(CCNC(=O)Cn1ccc2ccccc2c1=O)NCCCN1CCOCC1	-1%	-6%	-3%	0.2%	x	8%	1%
Cc1c(Cl)cccc1NC(=S)Nn1cnnc1	-2%	14%	39%	-2.7%	-12%	4%	14%
O=C(CN1CCOCC1)Nc1c2c(nc3c1CCC3)CCC2	0%	-12%[38.3 µM]	4%	-0.2%	2%	9%[46.1 µM]	-15%
Cc1ccc(-n2nc(C)c3c2OC(N)=C(C#N)C3c2ccncc2)cc1 (stereo unspecified)	0%	0%[38.3 µM]	8%	0.7%	-5%	-22%[46.1 µM]	-20%
Cc1nnc(NC(=O)CCC(=O)NCc2cccs2)s1	-2%	-7%[38.3 µM]	9%	6.2%	-8%	-2%[46.1 µM]	-3%
Cc1csc(-c2cccnc2)n1	1%	-2%	-12%	4.8%	0%	10%	0%
CCN(CC)CC#CCC(O)(c1ccccc1)c1ccc(Br)cc1 (stereo unspecified)	-3%	25%	12%[9.22 µM]	-1.3%	5%	16%	-7%
O=C(Cn1cnc([N+](=O)[O-])c1)NC1CCCC1	2%	4%	-5%	-2.0%	14%	10%	1%
OCCN(Cc1ccccc1)CC1CC2C=CC1C2 (stereo unspecified)	2%	7%[38.3 µM]	-21%	-1.6%	x	-3%[46.1 µM]	5%
CC(C)Nc1nc2cccnc2s1	x	x	8%[9.22 µM]	0.0%	-2%	10%	11%
Cc1csc(NC(=O)c2ccc(C)c([N+](=O)[O-])c2)n1	-28%	-7%	-9%	-1.3%	-3%	-4%	4%
CCOC(=O)C1(C(F)(F)F)N=C(c2ccccc2F)OC(N(C)C)=N1 (stereo unspecified)	x	x	32%[9.22 µM]	0.1%	7%	3%	5%

Single values from the list.
In HTT aggregate, OCCN(Cc1ccccc1)CC1CC2C=CC1C2 (stereo unspecified) has the entry -21%
In Epigenetic derep, CCOC(=O)C1(C(F)(F)F)N=C(c2ccccc2F)OC(N(C)C)=N1 (stereo unspecified) has the entry 0.1%
In L3MBTL1 inh, CC(C)Nc1nc2cccnc2s1 has the entry -2%
In L3MBTL1 inh, Cc1csc(NC(=O)c2ccc(C)c([N+](=O)[O-])c2)n1 has the entry -3%

New compounds follow.
SMILES	Luc counter	IMPase Li cell	HTT aggregate	Epigenetic derep	L3MBTL1 inh	NPSR antagonist	CBFb RUNX1 block
Cc1ccc(C=Nc2ccc(N(C)C)cc2)o1	-25%	18%[38.3 µM]	-19%	-4.8%	u	u	u
COc1cc(OC)cc(C(=O)N[C@H](C(=O)Nc2nc3ccc(S(C)(=O)=O)cc3s2)C(C)C)c1	-1%	5%	-11%	0.1%	x	-43%	-5%
COc1cccc(N/C(SCc2ccccc2C)=C(/C#N)C(=O)NCc2cccs2)c1	-1%	14%	18%	-1.0%	u	-23%	6%
CCN(CC)C(=O)CSc1nc2ccccc2o1	-2%	0%	20%	-1.1%	-3%	-3%[46.1 µM]	-2%
O=C(CCCOc1ccccc1)N1CCN(c2ccccc2)CC1	-3%	-1%[38.3 µM]	-12%	0.0%	x	2%[46.1 µM]	-2%
Cc1cccc(CCN(CC(=O)NC(C)(C)C)C(=O)c2csnn2)c1	3%	9%	-8%[9.22 µM]	2.3%	10%	7%	0%
Cc1c(Cl)cccc1NC(=S)N1CCN(c2ncccn2)CC1	x	x	15%	0.0%	u	4%[46.1 µM]	-10%
CCOC(=O)c1cnc2nc(C)[nH]n2c1=O	-1%	15%[38.3 µM]	-12%	1.2%	x	5%[46.1 µM]	2%
O=[N+]([O-])c1ccc(Oc2ccc(Oc3ccc(C(F)(F)F)cn3)cc2)nc1	x	x	11%[9.22 µM]	2.8%	-15%	u	3%
Cc1ccccc1OCC(O)Cn1c(NCc2ccco2)nc2c1c(=O)[nH]c(=O)n2C (stereo unspecified)	-4%	16%[38.3 µM]	u	-1.0%	x	-8%[46.1 µM]	5%
Cc1ccc2nc3n(c(=O)c2c1)CCCCC3	-8%	25%	-14%	-1.0%	-17%	24%[46.1 µM]	0%
CN(C)C(=O)c1c(C(F)(F)F)nn(C)c1Cl	-3%	-9%	2%	-0.4%	-6%	14%	-4%
c1ccc(-c2nn[nH]n2)nc1	x	x	1%[9.22 µM]	-1.0%	x	14%	-22%
COC(=O)c1ccc(NC(=O)C2CCCCC2C(=O)O)cc1 (stereo unspecified)	-5%	2%[38.3 µM]	-14%	-1.1%	6%	0%[46.1 µM]	-2%
COc1ccc(CC2S/C(=N/N=C/c3ccc(O)cc3)NC2=O)cc1 (stereo unspecified)	1%	1%	-4%	-1.8%	3%	2%	-9%
CCS(=O)(=O)N1CCC(C(=O)NCc2ccccn2)CC1	-3%	26%[38.3 µM]	19%	0.0%	1%	-7%[46.1 µM]	0%
CCCC(=O)N(c1ccc(C(=O)O)cc1)c1nc(-c2ccccc2)c(C)s1	3%	15%	2%	0.3%	-9%	55%	9%
Cc1ccc(OCCC(=O)Nc2ccc(F)c(Cl)c2)cc1	2%	5%	18%	0.0%	18%	-4%	6%
COc1ccc(CCN2C(=O)C3C4C=CC(C4)C3C2=O)cc1OC (stereo unspecified)	1%	-3%	-8%	0.0%	3%	-5%[46.1 µM]	6%
CC1CCC(NC(=O)c2ccc(CS(=O)(=O)Cc3ccccc3F)o2)CC1 (stereo unspecified)	-6%	0%[38.3 µM]	2%	-1.1%	-2%	-18%[46.1 µM]	1%
COc1cc(OC)c(NC(=O)Cn2cccc2)cc1Cl	-1%	-5%[38.3 µM]	2%	-0.9%	-1%	-3%[46.1 µM]	-4%
CCOc1ccc(C(=O)C(CCC(CN(C)C)C(=O)c2ccc(OCC)cc2)CN(C)C)cc1 (stereo unspecified)	2%	10%	u	-0.1%	-13%	21%	-3%
O=C(Nc1ccc(S(=O)(=O)Nc2ccc(Cl)cc2)cc1)C1CCCO1 (stereo unspecified)	-2%	14%[38.3 µM]	u	-0.8%	-2%	0%[46.1 µM]	6%
COc1ccc(CNC(=O)CSc2nnc(C)c(=O)[nH]2)cc1	x	x	-10%[9.22 µM]	-0.5%	4%	12%	5%
O=S(=O)(c1ccc(Cl)cc1)N1CCN=C1SCc1cccnc1	-1%	1%	-20%	0.0%	x	-9%	-2%
Cc1cnc(NC(=O)C(C)N2CCN(C)CC2)s1 (stereo unspecified)	-1%	4%	-10%	-1.6%	3%	17%	11%
COc1ccccc1C1NC(=O)NC(C)=C1C(C)=O (stereo unspecified)	-1%	0%[38.3 µM]	-9%	-4.0%	2%	-7%[46.1 µM]	-4%
FC(F)(F)c1cccc(-c2ccc(-c3csnn3)o2)c1	11%	7%[38.3 µM]	-21%	1.5%	7%	-23%[46.1 µM]	10%
CCOC(=O)NC(Nc1ccc(OC)cc1)(C(F)(F)F)C(F)(F)F	-2%	-2%	13%	1.5%	1%	22%	1%
O=C(O)COc1ccc(/C=N/NC(=O)Cc2ccc(Cl)cc2)cc1	x	x	9%[9.22 µM]	2.2%	0%	-8%	15%
COc1ccccc1C(=O)OCCNC(=O)Cn1cnc2c1c(=O)n(C)c(=O)n2C	0%	4%	7%	-2.6%	2%	6%	9%
O=C(c1ccc(COc2c(F)c(F)cc(F)c2F)o1)N1CCN(c2ccccc2)CC1	-2%	23%	-6%	0.0%	-5%	u	21%
COc1cccc2cc(C(C)N(CCCN3CCOCC3)C(=S)Nc3ccccc3C)oc12 (stereo unspecified)	1%	13%	6%	-0.6%	-12%	-38%	4%
CCN(CC)Cc1cc2[nH]c3c4ccc(Cl)cc4ncc3c2cc1OC	x	x	-29%[9.22 µM]	-0.1%	x	5%	-2%
Cc1c(Cl)cccc1NC(=S)Nc1ccc2[nH]c(=O)[nH]c2c1	x	x	u	2.1%	x	19%	5%
COc1ccc(S(=O)(=O)NCC2CCCN(Cc3cccnc3)C2)cc1 (stereo unspecified)	1%	-3%	-11%[9.22 µM]	-3.5%	-4%	-21%	5%
O=C(NCc1csc(-c2cccs2)n1)c1ccsc1	x	x	-21%[9.22 µM]	1.3%	10%	4%	-2%
Cn1c(=O)c2c(nc(N3CCCCCC3)n2CC(O)COc2ccccc2)n(C)c1=O (stereo unspecified)	-2%	-1%[38.3 µM]	20%	5.9%	13%	0%[46.1 µM]	0%
O=C(O)c1ccc(COc2ccccc2[N+](=O)[O-])o1	0%	-5%	-5%	0.1%	u	15%	5%
S=C(Nc1ccc(Cl)cc1)N1CCCCC1	0%	6%	3%	-0.9%	3%	0%	7%

Quoted from the results shown (2 entries):
SMILES	Luc counter	IMPase Li cell	HTT aggregate	Epigenetic derep	L3MBTL1 inh	NPSR antagonist	CBFb RUNX1 block
COc1ccccc1C(=O)OCCNC(=O)Cn1cnc2c1c(=O)n(C)c(=O)n2C	0%	4%	7%	-2.6%	2%	6%	9%
O=C(c1ccc(COc2c(F)c(F)cc(F)c2F)o1)N1CCN(c2ccccc2)CC1	-2%	23%	-6%	0.0%	-5%	u	21%

Next part.
SMILES	Luc counter	IMPase Li cell	HTT aggregate	Epigenetic derep	L3MBTL1 inh	NPSR antagonist	CBFb RUNX1 block
COc1ccc(Nc2nc(Cl)nc(Nc3ccc(OC)cc3)n2)cc1	13%	0%	-12%	0.4%	x	-14%	-5%
COc1cc(SC)ccc1C(=O)Nc1nc(C)cs1	11µM*	6%	-3%	-1.4%	1%	-19%	6%
O=C(COC(=O)c1c2c(nc3ccccc13)CCCC2)c1cccs1	1%	18%[38.3 µM]	-13%	-1.1%	36%[activator]	u	-1%
Cc1ccc(OCC(=O)OCc2c(C)noc2C)cc1C	-3%	25%[38.3 µM]	13%	0.0%	x	-11%[46.1 µM]	5%

Screening results deposited in PubChem BioAssay by National Center for Advancing Translational Sciences (NCATS).
